From PubChem BioAssay
RGS4 act – potentiators or activators of RGS4. HEK293 M3R/inducible RGS4, carbachol calcium flux Fluo4; hits give low values. B-score at 10 µM. 310,000 tested, 0.92% active. AID 463111;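 active = B-score of the integrated calcium signal more than 4 SD below the library mean, with starting fluorescence not abnormally high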;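 also: negative B-score means reduced calcium response which marks RGS4 activation or potentiation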
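Material: M3R-expressing HEK293 line, RGS4 induced by doxycycline | Schedule: Overnight RGS4 induction, 30 min dye load 37 °C, 20 min compound RT | Measured by: Fluo4 fluorescence kinetic imaging of calcium | Read-out: Integrated calcium ratio converted to B score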
TRPC6 act – mouse TRPC6 channel activation. HEK293-TRPC6 membrane potential dye fluorescence; hits give high values. B-score at 10 µM. 310,000 tested, 0.13% active. Q61143. AID 2550;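 active = B-score of the integrated fluorescence ratio above library mean plus 3 SD, and starting fluorescence ratio within library mean plus 5 SD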;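 also: higher score means more depolarization so channel activation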
Target sequence (Q61143 whole entry, looked up): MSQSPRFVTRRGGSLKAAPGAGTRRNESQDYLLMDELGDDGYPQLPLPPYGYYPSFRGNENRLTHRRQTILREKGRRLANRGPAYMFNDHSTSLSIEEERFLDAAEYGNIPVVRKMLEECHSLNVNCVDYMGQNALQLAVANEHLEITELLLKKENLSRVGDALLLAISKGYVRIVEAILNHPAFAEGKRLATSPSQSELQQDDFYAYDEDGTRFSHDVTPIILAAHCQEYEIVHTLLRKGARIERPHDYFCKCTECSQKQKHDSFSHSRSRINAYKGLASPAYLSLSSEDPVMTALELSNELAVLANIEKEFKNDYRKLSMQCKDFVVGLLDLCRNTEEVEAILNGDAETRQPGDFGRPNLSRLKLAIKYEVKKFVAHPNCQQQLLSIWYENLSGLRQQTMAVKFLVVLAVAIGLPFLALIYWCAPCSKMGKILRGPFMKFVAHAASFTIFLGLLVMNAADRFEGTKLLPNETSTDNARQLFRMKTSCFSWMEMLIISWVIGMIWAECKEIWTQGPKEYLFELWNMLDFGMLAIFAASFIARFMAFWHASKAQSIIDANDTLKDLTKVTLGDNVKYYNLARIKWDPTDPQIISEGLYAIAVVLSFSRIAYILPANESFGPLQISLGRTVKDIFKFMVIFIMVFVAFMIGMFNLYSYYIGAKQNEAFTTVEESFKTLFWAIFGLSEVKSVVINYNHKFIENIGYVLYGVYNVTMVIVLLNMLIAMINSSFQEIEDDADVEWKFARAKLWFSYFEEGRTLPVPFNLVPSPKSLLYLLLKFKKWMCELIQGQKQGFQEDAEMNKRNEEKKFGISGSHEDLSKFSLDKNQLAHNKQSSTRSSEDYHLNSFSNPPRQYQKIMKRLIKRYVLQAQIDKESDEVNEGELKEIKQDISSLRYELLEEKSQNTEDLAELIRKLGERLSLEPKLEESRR
HIF activator – HIF pathway transcriptional activation; AID 1910; U2OS HRE-luciferase reporter, luminescence; normalized: DMSO 0%, desferrioxamine 100%; activation, % at 7.5 µM (by protocol); 300,000 tested, 0.32% active;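 active = mean activation of at least 10% of the iron chelator positive control signal, with at least half of replicates also reaching 10%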
TRPC6 inhibitor – blocks the mouse TRPC6 cation channel; HEK293-TRPC6, membrane potential dye, ACh-evoked depolarization; hits give low values; B-score at 10 µM; 310,000 tested, 1.1% active; AID 2553; Q61143;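 active = B-score under library mean minus 3 SD, initial fluorescence not abnormally high, positive integrated signal ratio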;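 also: B-score derived from integrated fluorescence ratio over the kinetic read; more negative B-score means stronger inhibition of depolarization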
MrgX1 allo act – allosterically activates human MrgX1 receptor signaling. Q96LB2. MrgX1-HEK293, Fluo-4 calcium flux, FDSS; hits give high values. B-score at 10 µM. 310,000 tested, 0.63% active;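 active = plate-corrected calcium response at least 3 library SD above typical, normal starting fluorescence, not activating the receptor alone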;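 also: compound read alongside a low EC10 to EC30 dose of BAM8-22 agonist; peak minus trough fluorescence over baseline measured at the second addition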
MrgX1 antagonist – antagonists of human MrgX1 receptor. 310,000 tested, 1.3% active. AID 588676. Q96LB2. B-score at 10 µM. MRGX1-HEK293 calcium flux, Fluo-4, BAM8-22 antagonism; hits give low values;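 active = calcium-response B-score plate-corrected more than 3 library SD below zero, starting fluorescence within 5 deviations, no agonist response on first addition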;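 also: peak minus trough fluorescence over baseline after final BAM8-22 challenge near maximal dose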
TRPC4 block – TRPC4 (mouse) channel inhibition. Q9QUQ5. HEK293 TRPC4beta/mu-opioid, DAMGO-evoked Fluo4 calcium flux; hits give low values. B-score at 10 µM. 300,000 tested, 0.39% active;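 active = B-score over 3 SD under the library average, no early fluorescence shift, positive overall ratio signal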
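Material: HEK293 cells with stable TRPC4beta plus mu-opioid receptor expression; probe or stimulus: DAMGO in two steps, submaximal then maximal; technique: Fluo4 calcium fluorescence by kinetic imaging, 5 s 1 Hz baseline; measure: integrated fluorescence ratio relative to baseline, converted to per-well B score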
RGS4 inh – inhibitors of human RGS4 | AID 463165 | 310,000 tested, 0.45% active | HEK293 M3R/RGS4 inducible, Fluo-4 calcium flux; hits give high values; triggered by carbachol at its EC20 | P49798 | B-score at 10 µM;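 active = B-score, a plate-corrected calcium signal, over three deviations above library mean, with baseline fluorescence within five deviations of library mean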;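 also: RGS4 expression induced by doxycycline in cells with stable M3 receptor; B-score is computed from the integrated fluorescence ratio over baseline after carbachol; higher B-score means a larger calcium signal and so more RGS4 inhibition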
Platelet DG rel – platelet dense granule release activity. human platelet-rich plasma, SFLLRN dense granule ATP release, luminescence. inhibition, %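 (compounds screened at 7.5 µM in platelet-rich plasma)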. 300,000 tested, 0.22% active. AID 1663;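 active = mean replicate score, as percent of positive control, at or above 50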
SKKanGAS inh – SKKanGAS growth inhibition | S. pyogenes SKKanGAS, kanamycin growth, BacTiter-Glo, 6 h | inhibition, % at 7.5 µM | 300,000 tested, 1.3% active;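 active = mean replicate score, as percent of positive control median, at least 50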;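 also: strain carries kanamycin resistance gene driven by streptokinase promoter and grows in 40 µg/ml kanamycin; loss of luminescence reflects streptokinase promoter inhibition or plain growth inhibition; 0% = median of DMSO wells and 100% = positive control at its reference dose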
MrgX1 ag – human MrgX1 receptor agonism, primary screen. Q96LB2. 310,000 tested, 0.44% active. AID 588627. MrgX1-HEK293 cells, Fluo-4 calcium fluorescence, agonist mode; hits give high values. B-score at 10 µM;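 active = calcium response B-score plate-corrected fluorescence ratio at least 3 library SD, with starting fluorescence B-score inside 5 SD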
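Test system: HEK293 cells stably expressing human MrgX1 receptor; amount: 15,000 cells per well; doses: compound delivered in addition one of three; times: overnight plating before 1 h dye loading; detection: Fluo-4 NW calcium-flux fluorescence, kinetic read; read-out basis: B-scored fluorescence response ratio; controls: positive and negative controls per plate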
Active calls of the source: *; i = inactive; x = not tested or not shown.

SMILES | RGS4 act | TRPC6 act | HIF activator | TRPC6 inhibitor | MrgX1 allo act | MrgX1 antagonist | TRPC4 block | RGS4 inh | Platelet DG rel | SKKanGAS inh | MrgX1 ag
O=C(c1cc2c(s1)CCCCC2)N1CCN(c2ncccn2)CC1 | i | i | 0.2 | i | i | i | i | i | 2 | 1 | i
CCn1c(SCc2ccccc2Cl)nc2nc3c(cc2c1=O)CCCC3 | i | i | 1.6 | i | x | x | i | i | -3 | 41 | x
O=C1CN(C(=O)COC(=O)c2cccc(OCc3ccccc3)c2)c2ccccc2N1 | i | i | -0.3 | i | i | i | i | i | -5 | 18 | i
CS(=O)(=O)N1CCN(C(=O)c2ccccc2)C1 | i | i | -0.3 | i | i | i | i | i | 2 | 3 | i
COc1ccc(N2CCN(C3CCCN(C(=O)CCN4CCCCO4)C3)CC2)cc1 (stereo not drawn) | i | i | -0.4 | i | x | x | i | i | -7 | -3 | x
CN1c2ccsc2C(O)=C(C(=S)Nc2ccccc2)S1(=O)=O | i | i | 1.3 | i | i | i | i | i | 2 | 12 | i
COC(=O)c1sc(-c2ccccc2)cc1NC(C)=O | i | i | 0.7 | i | i | i | i | i | -4 | 10 | i
CC(C)(C)OC(=O)N1CCCC1C(=O)N1CCCC1C(=O)N1CCCC1C(=O)O (stereo not drawn) | i | i | 0.0 | i | x | x | i | i | -1 | 2 | x
O=C(Nc1scc(-c2ccccc2)c1C(=O)O)c1ccccc1Cl | i | i | -0.9 | i | i | i | i | i | 1 | 24 | i
O=C(c1cc(-c2cccc(Cl)c2)on1)N1CCOCC1 | i | i | 1.6 | i | i | i | i | i | -26 | 2 | i
N#Cc1cccc(NC(=O)c2nc(-c3ccccc3)n(-c3ccccc3)n2)c1 | i | i | -1.2 | i | i | i | i | i | -3 | 3 | i
CC(CNS(=O)(=O)c1ccc(Cl)cc1)n1cncn1 (stereo not drawn) | i | i | 0.0 | i | i | i | i | i | -20 | -2 | i
CCc1ccc(OCCNC(=O)OCc2ccccc2)cc1 | i | i | -0.1 | i | i | i | i | i | -2 | 1 | i
O=C(Nc1ccccc1C(F)(F)F)C1CCCC1 | i | i | -2.1 | i | i | i | i | i | -3 | 2 | i
Cc1ccc(NC(=O)NC2(C(=O)NCc3ccco3)CCCCC2)cc1 | i | i | -0.5 | i | i | i | i | i | 0 | 6 | i
Cc1ccc(NC(=O)C2CCN(C(=O)c3ccccc3C)CC2)cc1 | i | i | -0.1 | i | i | i | i | i | -8 | -5 | i
O=C(CCSCc1ccccc1Cl)NC1CCCCC1 | i | i | 0.3 | i | i | i | i | i | 0 | -3 | i
CCN(CC(=O)NCc1ccc(F)cc1)C(=O)/C=C/c1ccc(OC)c(S(=O)(=O)NC(C)C)c1 | i | i | 0.8 | i | i | i | i | i | -4 | -1 | i
O=C(CCCN1CCOC(c2ccccc2)C1)c1ccc(F)cc1 (stereo not drawn) | i | i | 2.2 | i | i | i | i | i | -3 | -4 | i
O=S(=O)(c1ccc(Cl)s1)N1CCN(Cc2ccccc2)CC1 | i | i | x | i | i | i | i | i | x | 1 | i
CC1CCCC(NCC(O)COC(c2ccc(F)cc2)c2ccc(F)cc2)C1C (stereo not drawn) | i | i | -1.1 | i | i | i | i | i | 2 | 1 | i
CCOC(=O)c1c(NC(=O)CN2CCN(C(=O)c3ccco3)CC2)sc2c1CCCC2 | i | i | -0.6 | i | i | i | i | i | 1 | 35 | i
COCCNC(=O)C(c1ccc(C)o1)N(C(=O)C(=O)NC1CCCCC1)c1ccc(F)cc1 (stereo not drawn) | i | i | 0.8 | i | i | i | i | i | -5 | 6 | i
CCN(CC)S(=O)(=O)c1cc(-c2nnc(-c3ccc(Br)cc3)o2)ccc1Cl | i | i | 0.0 | i | i | i | i | i | 0 | 17 | i
C=CCNC(=S)N/N=C(\C)c1ccc(-n2ccnc2)cc1 | i | i | -2.5 | i | i | i | i | i | 36 | 4 | i
CCOC(=O)c1[nH]nc2c1C(=O)N(Cc1ccccc1)C2=O | i | i | -0.5 | i | i | i | i | i | -37 | -2 | i
CCN(CCn1cccn1)C(=O)CC1C(=O)NCCN1Cc1ccc(OC)c(OC)c1 (stereo not drawn) | i | i | -0.6 | i | i | i | i | i | 5 | 2 | i
COc1cc2c(cc1OC)C(c1ccccc1C(F)(F)F)CC(=O)N2 (stereo not drawn) | i | i | -0.6 | i | i | i | i | i | -5 | -3 | 29*
O=C(NCc1ccccc1)N(Cc1cc2cc3c(cc2[nH]c1=O)OCO3)CC1CCCO1 (stereo not drawn) | i | i | 0.0 | i | i | i | i | i | 15 | 3 | i
O=C(Nc1ccc(Cl)c(C(F)(F)F)c1)NC1CC2CCCC(C1)N2C1CC1 (stereo not drawn) | i | i | 0.1 | i | i | i | i | i | -1 | 16 | i
CCC(C)Sc1ccc([C@H]2N[C@@](CC(C)C)(C(=O)OC)[C@H]3C(=O)N(C)C(=O)[C@@H]23)cc1 (stereo partly drawn) | i | i | 0.1 | i | i | i | i | i | 0 | 7 | i
O=C(c1ccc(Cl)c(Cl)c1)N1CCCC1 | i | i | -0.6 | i | i | i | i | i | 4 | 5 | i
Cn1c(=O)c(C(=O)CSc2nnc(Nc3ccccc3)s2)c(N)n(Cc2ccccc2)c1=O | i | i | -0.5 | i | i | i | i | i | 5 | 38 | i
Cn1c(=O)c2ncn(CC(=O)O)c2n(C)c1=O | i | i | -1.6 | i | i | i | i | i | 0 | 9 | i
COc1cc(/C=C/C(=O)Nc2ccc3nc4n(c(=O)c3c2)CCCC4)cc(OC)c1OC | i | i | -17 | i | i | i | i | i | 24 | 13 | i
OC(c1ccccc1)(C1CCCCC1)C(CN1CCOCC1)c1ccccc1 (stereo not drawn) | i | i | -0.6 | i | i | -8.2* | i | i | -2 | -2 | i
O=C(NNC(=O)C1C2CCCCC21)c1coc(=O)c(Br)c1 (stereo not drawn) | i | i | 1.1 | i | i | i | i | i | 0 | 9 | i
COC(=O)NC1(C(F)(F)F)C(=O)Nc2c1c(=O)n(C)c(=O)n2C (stereo not drawn) | i | i | -0.5 | i | i | i | i | i | 10 | -3 | i
O=C(NCCOc1ccc(Cl)cc1)C1CCCCC1 | i | i | -0.2 | i | i | i | i | i | 2 | 0 | i
CCOC(=O)c1csc(NC(=O)C2=COCCO2)n1 | i | i | 1.7 | i | i | i | i | i | -5 | -1 | i
COc1ccc(S(=O)(=O)N2Cc3ccccc3CC2C(=O)Nc2nccs2)cc1OC (stereo not drawn) | i | i | 1.5 | i | i | i | i | i | 0 | 0 | i
Cc1nn(-c2ccc(Cl)cc2)c(Cl)c1/C=C(\C#N)C(N)=O | i | i | 0.2 | i | i | i | i | i | -3 | -2 | i
COc1ccc(N(C(=O)c2ccco2)C(C(=O)NC2CCCC2)c2cccs2)c(OC)c1 (stereo not drawn) | i | i | 0.1 | i | i | i | i | i | 2 | 3 | i
CC12CCC(=O)N1C(C(=O)N1CCN(S(=O)(=O)c3cccc(C(F)(F)F)c3)CC1)CS2 (stereo not drawn) | i | i | -0.3 | i | i | i | i | i | 7 | 17 | i
CCCSc1nc2c(cnn2-c2ccccc2)c(=O)n1N | i | i | 1.6 | i | i | i | i | i | -3 | 5 | i
COc1ccc(OC)c(CCNC(=O)c2cccc(NC3=NC4CS(=O)(=O)CC4S3)c2)c1 (stereo not drawn) | i | i | 0.1 | i | i | i | i | i | -5 | -6 | i
O=C(Nc1ccccc1Br)C1CCC(=O)N1Cc1ccccc1Cl (stereo not drawn) | i | i | -0.3 | i | i | i | i | i | 2 | -4 | i
CCO[C@@H]1OC(C(=O)NC2CC2)=C[C@H](c2ccccc2)[C@H]1CCCO | i | i | -0.3 | i | i | i | i | i | 1 | -5 | i
Fc1ccc(NC(=S)NCc2cccs2)cc1 | i | i | 0.3 | i | i | i | i | i | 3 | 0 | i
O=C(OCc1cccc([N+](=O)[O-])c1)c1cc(=O)[nH]c2ccccc12 | i | i | -1.0 | i | i | i | i | i | -6 | -1 | i
CC(C)(C)c1cc(C(c2cccnc2)N2CCN(CCO)CC2)cc(C(C)(C)C)c1O (stereo not drawn) | i | i | 0.1 | i | i | i | i | i | -24 | -43 | 32*
CCOC(=O)c1cnn(-c2nc(-c3ccccc3)cs2)c1C(F)(F)F | i | i | -0.2 | i | i | i | i | i | 1 | 71* | i
C1CSC2(N1)C1CC3CC(C1)CC2C3 (stereo not drawn) | i | i | 0.1 | i | i | i | i | i | 7 | 3 | i
Clc1ccc(NCc2cccnc2)c(Cl)c1 | i | i | 0.3 | i | i | i | i | i | 17 | 1 | i
CCOC(=O)c1c(C)nn(-c2ccc(NC(=O)c3cccs3)cc2)c1C | i | i | 0.5 | i | i | i | i | i | -7 | -2 | i
COc1ccc(CC(=O)Nc2ccc(N3CCOCC3)cc2)cc1OC | i | i | x | i | i | i | i | i | x | -1 | i
Cc1ncc(CO)c2cc(S(=O)(=O)c3ccc(F)cc3)c(=O)oc12 | i | i | 0.0 | i | i | i | i | i | 2 | -3 | i
CC1(C)CNC(=O)c2sc(N3CCCCC3)nc2C1 | i | i | 1.7 | i | i | i | i | i | -4 | -4 | i
CN1C(=O)NC(c2cccc([N+](=O)[O-])c2)C2=C1CCCC2=O (stereo not drawn) | i | i | 1.6 | i | i | i | i | i | -2 | 2 | i
Cc1ccc(NC(=O)Cc2cccs2)cc1Cl | i | i | 3.4 | i | i | i | i | i | -3 | 0 | i

2 of the compounds above, in markdown.
| mol | RGS4 act | TRPC6 act | HIF activator | TRPC6 inhibitor | MrgX1 allo act | MrgX1 antagonist | TRPC4 block | RGS4 inh | Platelet DG rel | SKKanGAS inh | MrgX1 ag |
| --- | --- | --- | --- | --- | --- | --- | --- | --- | --- | --- | --- |
| C1CSC2(N1)C1CC3CC(C1)CC2C3 (stereo not drawn) | i | i | 0.1 | i | i | i | i | i | 7 | 3 | i |
| O=C(OCc1cccc([N+](=O)[O-])c1)c1cc(=O)[nH]c2ccccc12 | i | i | -1.0 | i | i | i | i | i | -6 | -1 | i |
